# PfHsp90 yeast 2 – growth inhibition of PfHsp90-expressing yeast, primary screen, antimalarial PfHsp90 inhibitor project, S. cerevisiae, BacTiter-Glo luminescence, single point, set 2 | inhibition, % at 9.4 µM | AID 504621, 2011 | BacTiter-Glo ATP, 48 h; yeast lacking PDR1 and PDR3 efflux regulators | 310,000 compounds, 0.32% hits;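 active means every replicate shows inhibition above about 80%, whatever the replicate mean, limit read from the data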;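 further: 0% = DMSO neutral controls and 100% = 20 µM radicicol positive controls; yeast relying on Plasmodium falciparum Hsp90 in place of its own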
# AddAB inh – growth inhibition of E. coli expressing H. pylori AddAB, primary screen, AddAB inhibitor project, absorbance; inhibition, % at 11.9 µM; 330,000 compounds, 0.29% hits; in the data active means inhibition above about 12%;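 further: 0% = vehicle wells of infected cells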
# Tat transport – E. coli Tat export inhibitors, primary screen, MC4100, TorA-mCherry reporter, fluorescence, single point. inhibition, % at 10 µM. 340,000 compounds, 0.036% hits. AID 488895, 2010;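 active means mean replicate inhibition at least 50% and at least half of replicates individually reaching 50%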;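 further: exported cargo escapes ClpAP degradation while cytoplasmic cargo is degraded and loses fluorescence; 0% = median of neutral control wells and 100% = median of NaSCN control wells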
# MOR-DOR inv ag – inverse agonists of MOR-DOR heterodimerization, primary screen, cell-based, luminescence; AID 504357, 2011; 340,000 compounds, 0.21% hits; cell-based MOR-DOR heterodimer luminescence, inverse agonism; Mu-type opioid receptor (Homo sapiens) + Delta-type opioid receptor (Homo sapiens), …; inhibition, % at 9.3 µM; in the data active means inhibition above about 22%, passing the limit was not always enough;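 further: 0% = cells with DMSO and 100% = wells without cells with DMSO; values of inactives mirror those of a sister screen read the other way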
# E coli growth – E. coli V3065 growth inhibition, primary screen, counter-screen for AddAB inhibitor project, absorbance, OD600; 18 h; inhibition, % at 11.9 µM; 330,000 compounds, 0.27% hits; AID 449728, 2010;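 active means inhibition above the campaign's mean inhibition across all tested compounds plus 3 SD, cut at about 9.9% in these data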;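 further: uninfected addAB+ strain grown without phage in ampicillin broth; 0% = DMSO wells and 100% = ciprofloxacin 0.95 µg/ml wells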
# DSG3 Ab inh – inhibitors of pemphigus antibody binding to DSG3, primary screen, biochemical, bead-based, flow cytometry, scFv-GFP. Desmoglein-3 (Homo sapiens), P32926. DSG3-coupled beads, scFv-anti-DSG3-GFP binding; hits give low values. binding (percent of control), % at 10 µM. 310,000 compounds, 0.48% hits. AID 588358, 2011;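 active means binding more than 3 SD below its plate's average and above zero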;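 further: hits lower antibody fragment binding to DSG3; some compounds called inactive have numbers as strong as hits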
# Target sequence (P32926 whole entry, looked up, the tested form may be a part): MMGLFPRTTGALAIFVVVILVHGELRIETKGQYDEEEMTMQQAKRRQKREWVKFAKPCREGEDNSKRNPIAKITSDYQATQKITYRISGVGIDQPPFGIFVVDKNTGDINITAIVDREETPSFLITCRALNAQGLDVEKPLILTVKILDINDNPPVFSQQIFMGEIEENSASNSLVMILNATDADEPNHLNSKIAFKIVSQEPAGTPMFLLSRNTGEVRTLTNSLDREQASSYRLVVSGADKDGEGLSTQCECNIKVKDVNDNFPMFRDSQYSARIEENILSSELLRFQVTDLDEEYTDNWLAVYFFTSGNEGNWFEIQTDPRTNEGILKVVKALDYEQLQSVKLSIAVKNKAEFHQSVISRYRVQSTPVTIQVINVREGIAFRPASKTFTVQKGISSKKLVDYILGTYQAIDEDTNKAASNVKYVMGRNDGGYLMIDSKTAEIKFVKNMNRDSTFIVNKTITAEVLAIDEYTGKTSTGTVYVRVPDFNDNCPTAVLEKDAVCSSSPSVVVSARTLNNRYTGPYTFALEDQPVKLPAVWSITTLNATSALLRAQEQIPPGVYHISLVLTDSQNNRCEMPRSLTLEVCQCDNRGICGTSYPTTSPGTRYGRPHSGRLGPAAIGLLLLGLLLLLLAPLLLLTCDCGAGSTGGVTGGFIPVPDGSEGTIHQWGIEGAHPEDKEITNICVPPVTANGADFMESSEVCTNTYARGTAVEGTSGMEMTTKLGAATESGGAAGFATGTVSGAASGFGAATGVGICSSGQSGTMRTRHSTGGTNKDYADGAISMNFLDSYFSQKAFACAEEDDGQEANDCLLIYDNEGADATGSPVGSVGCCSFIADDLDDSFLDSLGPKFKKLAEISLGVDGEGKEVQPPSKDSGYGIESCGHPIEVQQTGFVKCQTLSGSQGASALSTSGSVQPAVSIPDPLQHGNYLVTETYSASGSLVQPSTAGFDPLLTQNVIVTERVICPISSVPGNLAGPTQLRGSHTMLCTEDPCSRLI
# OPRM1-OPRD1 ag – agonists of OPRM1-OPRD1 heterodimerization, primary screen, cell-based, luminescence | 340,000 compounds, 0.3% hits | AID 504326, 2011 | activation, % at 9.3 µM | cells | Mu-type opioid receptor (Homo sapiens) + Delta-type opioid receptor (Homo sapiens), …; in the data active means activation above about 18%;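 further: 0% = vehicle-treated cells and 100% = reference agonist; values of inactives mirror those of a sister screen read the other way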
# phage Ecoli inh – growth loss of phage-infected E. coli, primary screen, RecBCD inhibitor project, absorbance, with phage, HTS. inhibition, % at 11.9 µM. 360,000 compounds, 0.26% hits. AID 651602, 2012; in the data active means inhibition above about 11%
# Mot1-301 SUMO – yeast Mot1-301 growth rescue at high temperature, primary screen, SUMOylation pathway inhibitor project, S. cerevisiae, ATP luminescence, 38.5C. S. cerevisiae Mot1-301 growth rescue; percent above DMSO median, 100 means doubled. growth rescue, % at 18.8 µM. 320,000 compounds, 1% hits. AID 2716, 2010;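 active means every valid replicate shows activation above 250% relative to neutral control wells; inactive means the rest, any valid replicate at or below 250%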;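 further: OY570 slx delta 5 strain wells were the positive control but not used for scaling; some compounds called inactive have numbers as strong as hits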
# PKA-R1A activ – activators of PKA-R1A holoenzyme, primary screen, biochemical, fluorescence polarization, Cy5-IP20, bovine R1A, mouse PKAc. cAMP-dependent protein kinase type I-alpha regulatory subunit (Bos taurus) + …. PKA-R1A dissociation; scaled: DMSO 0%, 113 µM cGMP 100%. activation, % at 11.4 µM. 340,000 compounds, 0.083% hits. AID 504707, 2011;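 active means percent activation above the mean of all tested compounds plus 3 SD, cut at about 19% in these data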;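 further: higher means more PKAc released from R1A so a rise in polarization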
# Arrestin-AP2 inh – inhibitors of beta-arrestin/AP2 binding, primary screen, biochemical, GPCR trafficking, flow cytometry. beta-arrestin 1 C-terminal peptide binding to AP2 beta2-adaptin appendage (human). FITC-arrestin peptide / GST-AP2 beads; AP2 beta2 appendage carries R879A mutation. inhibition, % at 10 µM. 340,000 compounds, 0.31% hits. AID 504490, 2011;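 active means inhibition above a set limit, near 3 SD of compounds lacking own fluorescence, cut at about 54% in these data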;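 further: plate controls were DMSO wells for no effect and 5 µM unlabelled arrestin peptide for full effect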
#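 system = GST-tagged AP2 beta2-adaptin appendage (R879A) on 4 µm glutathione beads | reagent = FITC-labelled arrestin peptide probe, 50 nM final | schedule = compound with beads 12 min RT, then probe 1 h RT | signal = HyperCyt-sampled flow cytometry, FL1 channel, ex 488/em 535 nm | read-out = percent response from loss of bead-bound FITC fluorescence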
# An asterisk follows results filed as active; . = no result given.
SMILES,PfHsp90 yeast 2,AddAB inh,Tat transport,MOR-DOR inv ag,E coli growth,DSG3 Ab inh,OPRM1-OPRD1 ag,phage Ecoli inh,Mot1-301 SUMO,PKA-R1A activ,Arrestin-AP2 inh
O=C(COC(=O)/C=C/c1ccc([N+](=O)[O-])cc1)NC(=O)NC1CCCCC1,.,-1.2,7,-20,-2.9,.,5.1,2.2,-7,3,-2
C/C(=N\NC(=O)CN1CCN(Cc2ccccc2)CC1)c1cccs1,10,2.1,-13,11,-0.1,.,-2.2,0.8,-1,-3,-7
O=C(COC(=O)C12CC3CC(CC(C3)C1)C2)Nc1ccccc1F,-1,1.3,-6,-52,-0.3,114,9.6,0.7,18,10,11
CC(=O)Nc1ccc(-c2cc3ccccc3o2)cc1,0,-2.7,-6,16,-1.7,.,-3.1,0.0,29,-8,19
COCCSc1nnc(NC(=O)c2cc(C(=O)OC)cc([N+](=O)[O-])c2)s1,-38,-1.2,6,12,1.3,98,-2.7,0.1,.,5,-1
COc1ccc(/C=C/C(=O)NC(=S)N2CCCC(C(N)=O)C2)cc1 (stereo not drawn),-7,3.6,0,12,-3.1,.,-2.3,4.0,-4,-3,-8
COc1cc2[nH]c3c(=O)n(CCN4CCOCC4)cnc3c2cc1OC,-8,-1.6,-1,6,1.5,98,-1.1,1.1,276,-5,-3
COc1ccc(NC(=O)c2ccc(CNc3c(N4CCCC4)c(=O)c3=O)cc2)cc1Cl,-8,0.7,-12,9,-2.0,89,-1.7,0.1,17,-1,-25
COCCNC(=O)C(c1ccc(C)cc1)N(C(=O)CCC(=O)Nc1ccccn1)c1cccc(C)c1 (stereo not drawn),4,4.2,7,1,-1.8,103,-0.2,-2.3,451*,15,5
CCCC(=O)C1=C(O)C(C(=O)OC)C(C)(C)CC1=Nc1ccc(OC)cc1 (stereo not drawn),10,1.2,-4,1,0.6,105,-0.2,4.3,.,-11,-24
CCCOc1ccc(/C=C2\SC(=S)N(CC3CCCO3)C2=O)cc1 (stereo not drawn),24,2.1,3,10,-3.8,91,-1.9,2.5,14,-8,5
O=C(CSc1nnc(CNC(=O)c2ccc(F)cc2)o1)Nc1nccs1,-5,2.3,17,1,0.7,44,-0.2,0.1,-8,-5,-3
O=C(Cc1ccccc1F)Nc1cccc2cccnc12,-9,1.6,-1,5,-1.3,127,-0.9,3.6,171,3,25
Cc1c(C#N)c(O)[nH]c(=O)c1N=Nc1ccc(S(N)(=O)=O)cc1,-11,0.3,2,16,1.9,94,-3.6,3.7,291,12,8
COc1ccc(CCNC(=O)Cn2cnc3c(nnn3Cc3ccccc3F)c2=O)cc1OC,-10,1.9,-1,2,0.6,.,-0.4,1.2,40,6,34
CC(=O)c1ccc(Nc2nc3ccccc3nc2NS(=O)(=O)c2cccs2)cc1,-20,0.3,2,16,1.5,103,-3.1,2.4,56,2,-3
COc1ccc(C(C)C)cc1S(=O)(=O)n1cnc(C)c1,-16,-0.4,1,7,-1.7,99,-1.3,2.4,0,3,-5
COC(=O)[C@]1(Cc2ccccc2)N[C@H](CN(C)C(=O)C2CCCCC2)[C@@H]2C(=O)N(Cc3ccccc3)C(=O)[C@@H]21,1,-0.7,1,4,-3.2,93,-0.9,1.4,.,-5,0
CCNC(=S)N(Cc1ccc2c(c1)OCO2)C1CC(=O)N(c2ccc(OC)cc2)C1=O (stereo not drawn),.,1.5,-5,-3,-1.8,104,0.5,2.9,2,-8,18
O=C(N1CCOCC1)C1(c2ccccc2)CCCCC1,-16,1.8,-5,5,1.5,.,-0.7,2.2,-1,3,30
CC(C)N=c1scc(-c2cccs2)n1/N=C/c1ccc(O)c(O)c1O,106*,10,-9,-78,7.4,.,15,16*,-6,7,18
Cc1nn(-c2ccccc2)c(N)c1C(O)(CSc1nccn1C)C(F)(F)F (stereo not drawn),.,-0.6,5,11,-0.7,.,-1.8,1.6,397,-8,19
ClC1CCCCC1n1nnc2ccccc21 (stereo not drawn),-4,4.0,3,15,1.5,.,-3.0,3.8,97,0,0
COC(=O)c1ccc(-c2ccc(/C=N/N3C(=O)C4C5C=CC(CC5)C4C3=O)o2)cc1 (stereo not drawn),0,-0.9,-8,15,-1.1,93,-3.0,5.1,5,-10,35
CCN(CC(=O)Nc1c(F)cccc1F)C(=O)CCCc1c[nH]c2ccccc12,4,0.9,7,18,3.5,109,-3.2,0.1,-3,-5,-22
# The list goes on.
SMILES,PfHsp90 yeast 2,AddAB inh,Tat transport,MOR-DOR inv ag,E coli growth,DSG3 Ab inh,OPRM1-OPRD1 ag,phage Ecoli inh,Mot1-301 SUMO,PKA-R1A activ,Arrestin-AP2 inh
COc1cnc(-c2ccccn2)nc1NC(C)C,2,1.9,3,14,-3.5,99,-2.6,2.0,16,2,1
Cc1ccc(S(=O)(=O)CCc2nnc(NC(=O)C3CCCCC3)s2)cc1,-37,-0.2,-5,7,0.6,103,-1.3,-3.2,-13,4,2
COc1ccc(C(=O)OCC(=O)c2c(N)n(C)c(=O)n(C)c2=O)c(OC)c1OC,-12,0.7,-4,3,-0.8,.,-0.7,1.7,-10,-7,20
Cc1c(Cl)cccc1N/C(SCC(=O)N1CCCCCC1)=C(/C#N)c1nc2ccccc2s1,-19,3.7,2,10,1.7,82,-2.0,2.9,-15,-9,4
Cc1cc(C)c(S(=O)(=O)Nc2nnc(C(C)C)s2)c(C)c1,6,.,-6,14,.,95,-2.9,3.0,10,-9,10
CCOC(=O)c1ccc(NS(=O)(=O)c2ccc3c(c2)n(C)c(=O)n3C)cc1,-3,0.5,10,12,2.1,.,-2.5,-1.0,35,-10,-17
Cc1nc(C)c(CCNC(=O)c2ccccc2)s1,12,0.8,-3,19,1.3,115,-3.5,2.3,-6,6,19
CCN(CC)S(=O)(=O)c1ccc(NC(=O)c2cc(-c3cccs3)nc3ccccc23)cc1,5,3.8,9,4,0.4,96,-0.8,2.4,-9,1,-17
CN1CCN(C(=O)CCc2ccc(S(=O)(=O)NC3CCCCC3)cc2)CC1,14,-1.5,-3,8,0.0,101,-1.6,1.4,89,3,8
CC(C)COc1cccc(C(=O)Nc2ccc(N3CCOCC3)cc2N2CCOCC2)c1,.,-0.3,-2,-12,1.1,107,1.9,0.1,-13,-6,28
Nc1nc(-c2ccc(Cl)cc2)nn1C(=O)c1cccs1,2,0.7,-5,-4,0.4,95,0.8,-1.8,3,7,11
O=C(CCCCCNC(=O)c1ccccc1)N/N=C/c1ccccc1O,-7,4.7,-4,6,-0.9,96,-1.2,2.8,-17,-1,-1
CCn1cc(Br)c(C(=O)NCc2ccco2)n1,44,2.0,-7,11,-0.7,120,-1.9,-0.9,-5,-14,-1
Cc1ccc(S(=O)(=O)N2CCN(C(=O)COc3ccc(NC(=O)c4ccco4)cc3)CC2)cc1,1,3.9,-4,5,-0.4,100,-0.9,1.4,24,10,17
CCN(CC)CCC#CC(O)(c1ccccc1)c1ccccc1,-14,0.9,-3,13,1.6,.,-2.6,-0.3,-10,6,-3
CCOC(=O)c1nc(-c2ccccc2)oc1N(C)C,4,2.5,8,11,1.9,105,-2.0,3.1,-1,-11,0
CC(=O)c1ccc(NC(=O)c2onc(C)c2Cl)cc1,-15,1.3,-10,7,1.3,100,-1.5,4.0,-3,-4,13
CCOc1ccc(N2CC(C(=O)Nc3ccc(N4CCOCC4)cc3)CC2=O)cc1 (stereo not drawn),-11,-1.9,24,-3,-3.2,-10*,0.6,2.5,-7,-5,0
CC(c1ccon1)N(C)Cc1cn[nH]c1-c1ccc(F)cc1F (stereo not drawn),-17,3.5,3,16,-0.5,102,-3.1,2.6,140,-2,-2
COc1ccc(-c2[nH]ncc2CN(C)C(C)c2cccs2)c(F)c1 (stereo not drawn),12,0.5,2,0,-1.9,106,0.1,1.4,2,-5,9
Cc1cc(C)nc(OC(C(=O)O)C(OCC(C)C)(c2ccccc2)c2ccccc2)n1 (stereo not drawn),-3,1.6,-4,4,0.8,106,-0.9,0.4,-12,-9,-18
CCN(CC)S(=O)(=O)c1ccc(Cl)c(NC(=O)COC(=O)c2cccn2C)c1,-3,1.4,-1,-8,2.5,98,1.4,4.0,44,8,17
COc1ccc(-c2cc3cc(OC)c(OC)cc3c(C)n2)cc1C,-17,0.9,2,-4,-1.6,95,0.7,0.0,6,0,6
O=C(N/N=C/C=C/c1ccccc1)c1ccncc1,-26,-2.0,5,1,-1.5,96,-0.2,0.4,832,-8,3
Cc1cc(OCCOCCN2CCCC2)ccc1C(C)C,5,3.6,-4,15,-1.3,106,-2.9,2.6,2,2,-1
Cc1cc(C)nc(SCc2cccc(C(=O)O)c2)n1,-1,1.3,-5,7,-1.6,100,-1.2,1.4,-21,-1,-2
O=C(COC(=O)/C=C/c1ccccc1)Nc1ccc(Cl)cn1,.,0.8,-5,-15,1.1,105,2.4,1.2,0,-1,-9
CCOC(=O)C1CCCCN1C(=O)CCc1c(C)nc2cc(-c3ccccc3)nn2c1C (stereo not drawn),-107,4.8,-4,1,0.9,100,-0.2,0.7,-8,-7,6
CCn1c(SCC(=O)Nc2nc(C)cs2)nnc1-c1ccncc1,-9,4.0,-2,0,-1.0,99,0.0,0.3,9,8,-1
CC(C)Cc1nn2c(=O)cc(O)nc2s1,9,0.9,-10,2,-1.2,92,-0.3,2.4,1,-5,-5

# In a second layout: entries from further up
> O=C(COC(=O)C12CC3CC(CC(C3)C1)C2)Nc1ccccc1F
  PfHsp90 yeast 2: -1
  AddAB inh: 1.3
  Tat transport: -6
  MOR-DOR inv ag: -52
  E coli growth: -0.3
  DSG3 Ab inh: 114
  OPRM1-OPRD1 ag: 9.6
  phage Ecoli inh: 0.7
  Mot1-301 SUMO: 18
  PKA-R1A activ: 10
  Arrestin-AP2 inh: 11

> CCCOc1ccc(/C=C2\SC(=S)N(CC3CCCO3)C2=O)cc1 (stereo not drawn)
  PfHsp90 yeast 2: 24
  AddAB inh: 2.1
  Tat transport: 3
  MOR-DOR inv ag: 10
  E coli growth: -3.8
  DSG3 Ab inh: 91
  OPRM1-OPRD1 ag: -1.9
  phage Ecoli inh: 2.5
  Mot1-301 SUMO: 14
  PKA-R1A activ: -8
  Arrestin-AP2 inh: 5

# Assay outcomes as filed in PubChem BioAssay.
